PfG6PD inh – PfG6PD (Plasmodium falciparum) enzyme inhibition; inhibition, % at 20 µM; PfGluPho enzyme, NADPH resazurin-diaphorase fluorescence; 350,000 tested, 0.78% active;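 active = inhibition reaching at least a set limit at 20 µM in the primary screen, cut at about 59% in these data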;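 note: 0% = DMSO wells with substrate and 100% = DMSO wells lacking glucose-6-phosphate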
UBC13 polyUb – inhibitors of human UBC13 polyubiquitin chain formation; P61088; TR-FRET; inhibition, % at 20 µM; 330,000 tested, 0.47% active; in the data active = inhibition above about 45%, passing the limit was not always enough
Target sequence (P61088 whole entry, looked up): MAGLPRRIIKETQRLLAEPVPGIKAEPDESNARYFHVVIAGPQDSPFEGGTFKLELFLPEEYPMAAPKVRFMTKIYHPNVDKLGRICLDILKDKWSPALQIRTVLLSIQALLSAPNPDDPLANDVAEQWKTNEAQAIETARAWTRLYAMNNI
HKDC1 inh – HKDC1 (human) hexokinase inhibition | AID 493160 | 340,000 tested, 0.16% active | inhibition, % at 20 µM | Q2TB90 | recombinant HKDC1, G6PDH/diaphorase resazurin coupled fluorescence;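 active = inhibition above about 35% when tested at 20 µM, limit read from the data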;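 note: plate controls were DMSO wells with enzyme for no effect and DMSO wells lacking enzyme for full effect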
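Test system: Recombinant HKDC1 (HK5) hexokinase enzyme, produced in-house | Input: HKDC1 at 5 µg/mL | Buffer or medium: Tris pH 8.0 buffer with MgCl2, Tween-20, BSA, BME | Schedule: 90 min reaction incubation at room temperature, dark | Technique: Resazurin-to-resorufin fluorescence via G6PDH and diaphorase coupling, 525/613 nm | Controls: DMSO wells with and without enzyme mix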
SENP7 inh – blocks the human protease SENP7; Q9BQF6; recombinant SENP7, Z-RLRGG-aminoluciferin luminescence, 40 min; inhibition, % at 5 µM; 330,000 tested, 1.5% active;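 active = inhibition above about 50% at the single test dose, limit read from the data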;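 note: plate controls were DMSO with enzyme for no effect and no enzyme buffer wells for full effect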
Target sequence (Q9BQF6 706-1050 limits assumed): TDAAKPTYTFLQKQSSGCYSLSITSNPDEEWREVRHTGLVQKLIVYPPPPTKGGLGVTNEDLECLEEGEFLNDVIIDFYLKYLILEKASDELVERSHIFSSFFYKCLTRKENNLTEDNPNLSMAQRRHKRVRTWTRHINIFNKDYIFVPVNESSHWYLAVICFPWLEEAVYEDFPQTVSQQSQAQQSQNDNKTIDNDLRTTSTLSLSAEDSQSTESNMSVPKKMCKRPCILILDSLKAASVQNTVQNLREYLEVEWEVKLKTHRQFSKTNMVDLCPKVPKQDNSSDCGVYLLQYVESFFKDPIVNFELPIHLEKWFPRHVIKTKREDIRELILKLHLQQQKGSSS
SENP6 inh – blocks the human protease SENP6; Recombinant SENP6 catalytic domain, aminoluciferin luminescence; inhibition, % at 10 µM; 330,000 tested, 1.8% active;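 active = inhibition above about 50% at the single tested dose, limit read from the data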;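 note: plate controls were DMSO wells with enzyme for no effect and DMSO wells lacking enzyme for full effect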
SENP8 block-1 – SENP8 protease inhibition; inhibition, % at 10 µM; AID 2540; purified SENP8, Z-RLRGG-aminoluciferin cleavage, luminescence; 330,000 tested, 1.2% active; in the data active = inhibition above about 50%
Target sequence (Q96LD8 whole entry, looked up): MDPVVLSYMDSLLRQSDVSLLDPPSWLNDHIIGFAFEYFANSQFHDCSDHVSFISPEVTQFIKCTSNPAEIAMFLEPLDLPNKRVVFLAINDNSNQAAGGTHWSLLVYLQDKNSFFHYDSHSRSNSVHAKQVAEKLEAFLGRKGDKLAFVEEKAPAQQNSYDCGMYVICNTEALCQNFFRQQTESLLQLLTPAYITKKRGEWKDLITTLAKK
SENP8 block-2 – blocks human SENP8 cleavage of Nedd8 substrate; Q96LD8; recombinant SENP8, Nedd8 substrate fluorescence; inhibition, % at 20 µM; 360,000 tested, 0.64% active; AID 602440; in the data active = inhibition mostly above about 40%, no sharp cut-off; inactive = mostly below about 27%
MIN6 prolif – inducers of beta-cell replication in MIN6 cells; 330,000 tested, 0.29% active; MIN6 cells proliferation, ATPlite luminescence, 48 h; cells starved in 0.2% serum; 100% = growth in 10% serum; proliferation, % at 10 µM; AID 2380;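 active = compounds whose signal lies at least 3.5 SD above the mean of all wells on their plate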;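 note: 0% = DMSO-treated cells in low-serum medium and 100% = 10% serum control; some compounds called inactive have numbers as strong as hits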
SENP1 inh – blocks the human SENP1 SUMO protease catalytic domain. recombinant SENP1 catalytic domain, CyPet-SUMO1-YPet FRET cleavage. inhibition, % at 10 µM. 360,000 tested, 0.21% active;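 active = inhibition at least 30% at 10 µM, raw YFP signal under a set limit, fluorescence ratio 0.5 to 1.5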;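 note: 0% = enzyme with DMSO and 100% = no enzyme wells; some results filed as inactive read as strong as hits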
Target sequence (Q9P0U3 419-644 limits assumed): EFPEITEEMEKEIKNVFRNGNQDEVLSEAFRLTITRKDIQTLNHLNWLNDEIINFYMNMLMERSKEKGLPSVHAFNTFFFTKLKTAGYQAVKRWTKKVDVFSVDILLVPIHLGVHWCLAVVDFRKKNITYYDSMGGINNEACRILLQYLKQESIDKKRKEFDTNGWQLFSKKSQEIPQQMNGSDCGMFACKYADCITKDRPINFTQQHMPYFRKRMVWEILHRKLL
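Material – human SENP1 catalytic domain · Input – SENP1 enzyme, 20 pM final · Compound dosing – single concentration of 10 µM compound, 0.5% DMSO final · Timing – enzyme reaction for 50 min at room temperature, dark · Measured by – FRET fluorescence in CFP and YFP emission channels · Control set – no-enzyme wells low, DMSO-plus-enzyme wells high control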
Numbers without * were called inactive; x = no result given.

No.	smiles	PfG6PD inh	UBC13 polyUb	HKDC1 inh	SENP7 inh	SENP6 inh
1	CCOC(=O)Cc1cc(=O)[nH]c(/N=C(\N)Nc2ccc(C)cc2C)n1	-16	-4	1	3	4
2	O=C(NNC(=O)c1ccccc1OCc1ccccc1)c1ccccc1F	4	2	-6	7	6
3	COC(=O)c1cc2n(n1)CCCNC2=O	-12	6	-8	4	-2
4	CC(C)S(=O)(=O)c1csc(NC(=O)Nc2cccc([N+](=O)[O-])c2)c1Cl	37	11	11	17	-11
5	O=C(CSc1cccc[n+]1[O-])c1ccc(Cl)cc1	0	5	-3	-7	11
6	O=C1CC(c2cccc(Cl)c2)CC(O)=C1C=Nc1cccc(Cl)c1 (stereo not given)	-20	-5	-1	5	1
7	Cc1nonc1NC(=O)CSc1nc2ccccc2[nH]1	12	4	-6	7	-6
8	CC(C)(C)C1COc2ccccc2N1C(=O)c1cccc(Cl)c1 (stereo not given)	12	6	-2	12	-14
9	CC(C)(C)C(=O)CSc1nnc(Nc2ccccc2)s1	9	1	-1	-4	-19
10	O=C(/C=C/c1ccccc1)Nc1cc(C(=O)O)cc(C(=O)O)c1	-11	-6	-5	8	1

No.	SENP8 block-1	SENP8 block-2	MIN6 prolif	SENP1 inh
1	0	15	0	-2
2	-2	5	3	2
3	-4	9	-3	0
4	-14	19	-4	-2
5	-12	12	-2	-1
6	-6	23	-5	2
7	-3	8	-3	2
8	9	15	-5	-1
9	0	12	-2	2
10	9	8	-2	2

No.	smiles	PfG6PD inh	UBC13 polyUb	HKDC1 inh	SENP7 inh	SENP6 inh
11	CCCc1cc2c(c(NC(C)=O)n1)c(=O)oc1ccccc12	-10	x	2	x	x
12	COc1cc2nc(C3CCC3)nc(N3CCN(c4ccccc4OC)CC3)c2cc1OC	13	11	5	3	-14
13	CN(C)CCCNC(=S)N(CCCN(C)C)Cc1cc2cc3c(cc2[nH]c1=O)OCO3	-1	x	-5	x	x
14	COc1ccc(C(C)=O)cc1COC(=O)c1c(C)nn(-c2ccccc2)c1C	17	8	1	1	6
15	O=C(NCc1ccco1)C1CC(c2cccc([N+](=O)[O-])c2)=NO1 (stereo not given)	1	-12	-3	3	-4
16	CCOc1ccc(NC(=O)c2ccc(N3CC4CC(C3)c3cccc(=O)n3C4)c(NC(=O)c3ccncc3)c2)cc1 (stereo not given)	-1	-5	2	0	-19
17	CC(C)Cc1nc(Cl)c(C#N)c2c1CCCC2	-18	4	-2	-1	-18
18	O=C(CN1CCN(S(=O)(=O)c2ccc(F)cc2)CC1)Nc1ccccc1C(=O)NC1CC1	-1	5	-5	3	1
19	O=C1c2ccccc2C(=O)N1Cc1nn2c(-c3ccc(Cl)cc3)nnc2s1	-21	-6	-5	-11	-4
20	CC(C)c1ccc(NC2=NCC(=O)N2Cc2cccs2)cc1	14	-1	1	-13	-14

No.	SENP8 block-1	SENP8 block-2	MIN6 prolif	SENP1 inh
11	x	-276	x	-2
12	1	-23	0	-2
13	x	-447	x	-12
14	-1	21	-1	-1
15	1	11	-1	2
16	-4	6	-3	-5
17	1	12	-2	0
18	13	8	-1	-3
19	-5	19	1	2
20	-16	17	-3	0

Entries of single compounds from above. Screens in order: PfG6PD inh	UBC13 polyUb	HKDC1 inh	SENP7 inh	SENP6 inh	SENP8 block-1	SENP8 block-2	MIN6 prolif	SENP1 inh
Listed for CCOc1ccc(NC(=O)c2ccc(N3CC4CC(C3)c3cccc(=O)n3C4)c(NC(=O)c3ccncc3)c2)cc1 (stereo not given) : -1	-5	2	0	-19	-4	6	-3	-5
Listed for CN(C)CCCNC(=S)N(CCCN(C)C)Cc1cc2cc3c(cc2[nH]c1=O)OCO3 : -1	x	-5	x	x	x	-447	x	-12
Listed for O=C1c2ccccc2C(=O)N1Cc1nn2c(-c3ccc(Cl)cc3)nnc2s1 : -21	-6	-5	-11	-4	-5	19	1	2
Listed for O=C(CN1CCN(S(=O)(=O)c2ccc(F)cc2)CC1)Nc1ccccc1C(=O)NC1CC1 : -1	5	-5	3	1	13	8	-1	-3
Listed for COc1cc2nc(C3CCC3)nc(N3CCN(c4ccccc4OC)CC3)c2cc1OC : 13	11	5	3	-14	1	-23	0	-2

Next compounds follow:
No.	smiles	PfG6PD inh	UBC13 polyUb	HKDC1 inh	SENP7 inh	SENP6 inh
21	CC(=O)Nc1ccc(NCN2C(=O)[C@@H]3[C@H]4CC[C@H](C4)[C@@H]3C2=O)cc1	-4	1	-4	8	7
22	Cc1ccc(C)c(OCCC(=O)OCC(=O)N2CCN(S(=O)(=O)c3ccc(Cl)cc3)CC2)c1	3	-3	9	0	0
23	CCCCN(C)/C=N/c1c(C#N)cnn1-c1ccc(C)cc1	6	-4	-4	3	-10
24	CC1(C)CC2(CCO1)N1CC3(C)CN2CC(C)(C1)C3O (stereo not given)	-1	4	-7	5	-3
25	O=C(Nc1ccccc1)NC1CCS(=O)(=O)C1 (stereo not given)	-2	0	-7	-1	1
26	CNC(=O)c1nc(C)n(-c2ccc(Cl)cc2Cl)n1	4	9	-5	-5	18
27	CCc1nnc(SCC(=O)Nc2ccc(N3CCOCC3)cc2)n1C	-11	-2	3	-6	22
28	CSc1sc(C(=O)OC(C)C)c2c1C(=O)CC(C)(C)C2	7	5	3	-2	-12
29	COc1ccc(CNC(=O)CN2C(=O)NC(C)(c3ccc(Cl)cc3)C2=O)cc1 (stereo not given)	-2	6	-2	-5	-14
30	Cn1cnnc1SCC(=O)Nc1ccc(OC(F)F)cc1	-3	5	-8	2	-11

No.	SENP8 block-1	SENP8 block-2	MIN6 prolif	SENP1 inh
21	4	3	0	-2
22	-1	22	-5	1
23	1	28	4	4
24	1	18	0	-1
25	3	28	-1	-2
26	2	5	-3	2
27	-5	12	4	4
28	-1	7	-2	3
29	-12	8	-6	1
30	-1	6	-2	3

No.	smiles	PfG6PD inh	UBC13 polyUb	HKDC1 inh	SENP7 inh	SENP6 inh
31	CCn1c(C(=O)N2CCc3ccccc3C2)cc2oc3ccccc3c21	5	4	2	-1	-4
32	O=C(O)CCNS(=O)(=O)c1ccc2c(c1)CCCC2	-9	-5	-3	-8	0
33	CC(C)CC1NC(=O)N(CC(=O)Nc2cc(S(=O)(=O)N3CCOCC3)ccc2Cl)C1=O (stereo not given)	-6	1	-1	-3	-2
34	CCN(CC(=O)Nc1cc(Cl)ccc1C)C(=O)c1ccc2c(=O)n3c(nc2c1)CCC3	-10	-2	-2	-8	-8
35	COc1ccc(-c2nnn(CC(=O)NCc3ccccc3)n2)cc1OC	-9	-2	-4	6	-5
36	CCOc1ccc(CCNC(=O)CCCn2nc(C)c3c(C)n(-c4ccccc4)nc3c2=O)cc1	4	2	-2	-2	4
37	O=C(CC1SC(N2CCCC2)=NC1=O)Nc1ccc(C(=O)NCc2ccc(F)cc2)cc1 (stereo not given)	-11	0	23	7	-19
38	COc1ccc(C(C(=O)NCC2CCCO2)N(C(=O)Cn2nnc3ccccc32)c2ccc(NC(C)=O)cc2)cc1OC (stereo not given)	7	-5	-4	-7	-25
39	O=C(NCCCN1CCOCC1)C(=O)N/N=C/c1ccc2c(c1)OCO2	-2	-1	-2	-1	-9
40	COC(=O)C1=C(C)N(C)C(=S)NC1c1ccc(Cl)cc1 (stereo not given)	5	10	-2	6	-3

No.	SENP8 block-1	SENP8 block-2	MIN6 prolif	SENP1 inh
31	-4	5	-4	-1
32	-2	5	-1	1
33	13	20	-1	0
34	-11	-51	-2	-1
35	-8	9	-3	0
36	6	8	-4	-1
37	-11	0	5	-1
38	-9	2	2	2
39	-2	-11	2	0
40	3	22	5	0

No.	smiles	PfG6PD inh	UBC13 polyUb	HKDC1 inh	SENP7 inh	SENP6 inh
41	CCc1noc(C)c1C(=O)N(CC)CC(=O)NCc1ccc(Cl)cc1	-14	7	-5	6	7
42	Cc1ccc(NC(=O)Cc2ccc3c(c2)OCCO3)cc1S(=O)(=O)N1CCCCC1	-5	10	0	6	3
43	CC(=O)CSc1nc2ccccc2s1	-9	1	-5	7	5
44	O=C(Nc1cc2c(oc1=O)CCCC2=O)c1ccccc1	1	-5	3	3	-9
45	O=C(O)CCCNC(=O)c1ccc(NC(=O)Cc2ccc(Cl)cc2)cc1	-9	-1	1	-9	4
46	COc1ccc(NC(=O)CN(C)C(=O)C(Sc2ccccc2)c2ccccc2)cc1 (stereo not given)	19	8	0	-6	4
47	COc1ccccc1C(OC(=O)c1ccco1)C(=O)NCc1ccc(F)cc1 (stereo not given)	-8	-2	-5	2	2
48	O=C1CC(c2ccco2)CC(O)=C1C=Nc1ccc(Br)cc1 (stereo not given)	3	2	0	-4	-1
49	CCOC(=O)c1c(NC(=O)CN2C(=O)NC3(CCCC3)C2=O)sc(C)c1CC	-2	-2	2	-6	1
50	COC(=O)CNC(c1ccccc1)c1cc(Br)ccc1N (stereo not given)	-12	4	-4	3	-2

No.	SENP8 block-1	SENP8 block-2	MIN6 prolif	SENP1 inh
41	-4	13	1	-2
42	2	20	-1	1
43	-10	-6	-2	-13
44	1	6	0	-1
45	-5	3	-4	2
46	5	-1	-3	2
47	-6	6	-4	2
48	-4	-109	-3	0
49	8	1	-1	2
50	3	21	-2	3

Structures above that contain fluorine:
No.	smiles	PfG6PD inh	UBC13 polyUb	HKDC1 inh	SENP7 inh	SENP6 inh
2	O=C(NNC(=O)c1ccccc1OCc1ccccc1)c1ccccc1F	4	2	-6	7	6
18	O=C(CN1CCN(S(=O)(=O)c2ccc(F)cc2)CC1)Nc1ccccc1C(=O)NC1CC1	-1	5	-5	3	1
30	Cn1cnnc1SCC(=O)Nc1ccc(OC(F)F)cc1	-3	5	-8	2	-11
37	O=C(CC1SC(N2CCCC2)=NC1=O)Nc1ccc(C(=O)NCc2ccc(F)cc2)cc1 (stereo not given)	-11	0	23	7	-19
47	COc1ccccc1C(OC(=O)c1ccco1)C(=O)NCc1ccc(F)cc1 (stereo not given)	-8	-2	-5	2	2

No.	SENP8 block-1	SENP8 block-2	MIN6 prolif	SENP1 inh
2	-2	5	3	2
18	13	8	-1	-3
30	-1	6	-2	3
37	-11	0	5	-1
47	-6	6	-4	2

(listing goes on)
No.	smiles	PfG6PD inh	UBC13 polyUb	HKDC1 inh	SENP7 inh	SENP6 inh
51	NC(=O)CC(NC(=O)c1ccccc1)c1ccc(NCCc2ccc(Cl)cc2)c([N+](=O)[O-])c1 (stereo not given)	2	-40	-4	1	1
52	Cc1ccc(C(=O)NCCCNC(=O)COc2ccccc2Cl)cn1	13	0	-7	-4	-27
53	O=[N+]([O-])c1ccc2nc(SCc3cn4cccnc4n3)[nH]c2c1	4	-15	4	-12	-5
54	CCCn1c(NC(=O)c2ccc(Br)cc2)nc2ccccc21	17	33	-13	0	-10
55	CS(=O)(=O)NC1c2cccc3cccc(c23)C1N1CCOCC1 (stereo not given)	-8	-4	-7	-3	2
56	Cc1ccc2c(Cl)c(C(=O)NC3CC3)sc2c1	4	-9	-4	47	47

No.	SENP8 block-1	SENP8 block-2	MIN6 prolif	SENP1 inh
51	-5	44*	0	16
52	-3	-1	0	2
53	-4	26	-1	0
54	1	-112	-1	1
55	4	5	-2	3
56	12	-5	-3	-1
